# FBPA Giardia inh: Giardia lamblia aldolase inhibition; A8B2U2; Potency, µM (top dose mostly 59.6 µM), without a hit: at the highest dose activity, negative = inhibition, hits mostly inhibitors; AID 2451; purified Giardia FBPA; 290,000 tested, 0.71% active; further: potency means the concentration at half of the fitted maximal effect; on the % scale 0 is the no-effect control and ±100 the full control effect; nearly all actives have a fitted effect of over 55% in size
# Target sequence (A8B2U2 whole entry, looked up): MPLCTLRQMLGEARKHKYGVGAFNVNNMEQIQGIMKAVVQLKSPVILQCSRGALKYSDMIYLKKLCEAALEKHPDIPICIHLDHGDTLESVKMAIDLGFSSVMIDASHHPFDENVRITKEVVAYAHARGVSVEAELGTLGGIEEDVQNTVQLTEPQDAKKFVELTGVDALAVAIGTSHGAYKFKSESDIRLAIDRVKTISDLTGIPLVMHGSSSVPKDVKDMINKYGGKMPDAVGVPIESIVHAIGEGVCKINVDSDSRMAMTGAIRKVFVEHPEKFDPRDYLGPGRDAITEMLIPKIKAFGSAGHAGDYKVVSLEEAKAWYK
#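 40 nM FBPA preincubated 10 min at RT with compound (up to 57.5 uM final), then substrate plus GAPDH/TPI/NAD/arsenate coupling and diaphorase/resazurin added. Fluorescence read after 20 min at RT, 525/598 nm.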
# Cycloheximide cs: counter-screen hit for Shiga toxin inhibitors, cycloheximide; cell reporter, cycloheximide protein synthesis inhibition counterscreen; max response, %; 300,000 tested, 12% active; in the data active means max response mostly above about 13%, no sharp cut-off; inactive means mostly below about 14%; further: read at 38.3 µM for the half of the compounds with a filed dose; 0% is about no effect
# AmpC detergent: AmpC beta-lactamase inhibition with detergent present; P00811; AmpC hydrolysis of nitrocefin, absorbance 480 nm, 0.01% Triton; Potency, µM (doses to about 114 µM), for inactives: top-dose activity change, negative = inhibition, hits mostly inhibitors; 370,000 tested, 0.041% active;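 further: potency means the concentration at half of the fitted maximal effect; 0% = no-compound wells and -100% = no-enzyme wells; nearly all actives have a fitted effect of over 25% in size; some results filed as inactive show a strong effect at the top dose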
# Target sequence (P00811 whole entry, looked up): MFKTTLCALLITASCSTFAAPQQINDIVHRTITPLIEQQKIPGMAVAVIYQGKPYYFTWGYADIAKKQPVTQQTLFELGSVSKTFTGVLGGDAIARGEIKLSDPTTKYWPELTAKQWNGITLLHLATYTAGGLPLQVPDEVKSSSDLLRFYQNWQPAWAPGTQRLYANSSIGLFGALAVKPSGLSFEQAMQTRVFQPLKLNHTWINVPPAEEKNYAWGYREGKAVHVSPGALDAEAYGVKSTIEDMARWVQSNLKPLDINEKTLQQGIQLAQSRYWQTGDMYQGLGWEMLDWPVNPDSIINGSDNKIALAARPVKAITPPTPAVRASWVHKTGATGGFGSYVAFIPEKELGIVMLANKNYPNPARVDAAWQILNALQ
#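 20 mM phosphate pH 7.0 + 0.01% (detergent screen) or 0.0001% Triton X-100; 5.3 nM AmpC reagent; cpd preinc 15 min RT; nitrocefin (800 uM stock) to start; A480 q20 s × 4 min; Activity was normalised to no-enzyme and no-compound control wells.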
# AmpC inh no detg: inhibitors of E. coli AmpC beta-lactamase without detergent; P00811; AmpC nitrocefin hydrolysis, absorbance 480 nm, 0.0001% Triton; Potency, µM (series often up to 57.1 µM), inactives show at the top dose activity change, negative = inhibition, most hits filed as inhibitors; 330,000 tested, 0.52% active;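 further: potency means the concentration at half of the fitted maximal effect; plate controls were no compound for no effect and no enzyme for full effect; nearly all actives have a fitted effect of over 20% in size; some results filed as inactive show a strong effect at the top dose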
#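 AmpC (5.3 nM in the dispensed reagent) in 20 mM phosphate pH 7.0 with 0.01% (detergent screen) or 0.0001% Triton X-100 was preincubated with compounds for 15 min at room temperature. Nitrocefin was then added from an 800 uM solution, and hydrolysis was followed at 480 nm.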
# HCMV inh: blocks human cytomegalovirus replication; AID 1259415; HFF cells, HCMV-luciferase reporter, 72 h; stronger effect = lower value; 410,000 tested, 4.5% active; activity change, negative = inhibition, % at 57.5 µM; in the data active means activity change below about -60%; inconclusive means no clear call, values can overlap the other calls; inactive means above about -39%; further: on the % scale 0 is the no-effect control and ±100 the full control effect
#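 After 16 h attachment at 37C, HFF cells received test compound and HCMV-luciferase (1 PFU/cell); reporter luminescence read 72 h later, data normalized against buffer-only and known inhibitor Salinomycin.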
# AMA1-RON2 inh: disrupts binding of P. falciparum AMA1 to RON2; AlphaScreen AMA1-biotinylated RON2 peptide binding; Potency, µM (series often up to 58.2 µM), for inactives: at the highest dose activity change, negative = inhibition, most hits filed as inhibitors; 360,000 tested, 0.2% active;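 further: potency means the concentration at half of the fitted maximal effect; 0% = vehicle wells and -100% = peptide control; nearly all actives have a fitted effect of over 45% in size; some results filed as inactive show a strong effect at the top dose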
#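 AMA1 (3D7) with his tag at 25 nM final met compounds first, then biotinylated RON2 peptide at 25 nM; detection used donor plus acceptor beads, 10 µg/mL apiece, read by AlphaScreen after 30 min at room temperature.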
# Shiga inhibitor: blocks Shiga toxin action in Vero cells; AID 2315; Vero cells, Shiga toxin protein synthesis inhibition reporter; 290,000 tested, 9.2% active; inhibition, % at 38.7 µM; in the data active means inhibition mostly above about 28%, no sharp cut-off; inactive means mostly below about 43%; further: 0% is about no effect
# The depositor's hits bear a star; ? = inconclusive; · = no result given; + = active, no number; [ ] = remark or other dose. Unless noted, the call rests on the fitted dose curve; in most records, active means well fitted curve in the direction sought with a large enough effect; inconclusive means small, poorly fitted or top-dose-only effect, or another doubt; inactive means no such curve, though single readings can be large; an effect the other way counts as inactive or inconclusive.
SMILES,FBPA Giardia inh,Cycloheximide cs,AmpC detergent,AmpC inh no detg,HCMV inh,AMA1-RON2 inh,Shiga inhibitor
Cc1nc(N)sc1N=Nc1ccccc1C(F)(F)F,14.2%,44.7*,-0.1%,-6.4%,38.6,?,112.2*
COc1cccc(-c2nc(CS(=O)(=O)CC(=O)Nc3cccc(C)c3C)c(C)o2)c1,2.8%,-3.6,?,44.7µM*,-6.5,-3.5%,1.2
Cc1[nH]c2ccccc2c1C1=NNC(=Nc2ccc(F)cc2)SC1,-12.6%,-4.3,6.5%,0.4%,?,12.1%,-4.4
CC(=O)Nc1ccc(S(=O)(=O)N2CCc3cc4c(cc3C2)OCCCO4)cc1,-5.9%,-3.9,-9.4%,-4.0%,-21.0,-1.6%,-1.2
Cc1c(Cc2ccccc2)c(=O)oc2cc(OCc3ccc(C(=O)O)cc3)ccc12,14.7%,-1.9,0.7%,-18.8%,-14.1,0.5%,20.3
Cc1ccc(/C=N/NC(=O)CNC(=O)c2ccc(S(=O)(=O)N(C)C)cc2)o1,-0.3%,7.0,-13.6%,-9.2%,?,-7.6%,-1.8
CCCN1C(=O)C(O)(CC(=O)c2ccc3c(c2)OCCO3)c2ccccc21 (stereo not drawn),2.8%,2.9,-4.4%,-0.6%,4.9,-0.3%,-1.5
Cc1nc(-c2ccccc2)nc2[nH]ccc(=O)c12,-8.6%,33.9*,?,32.8%,154.0,-1.9%,44.6
COC(=O)Cc1ccc(N(Cc2ccccc2F)S(=O)(=O)c2ccc(Cl)cc2)cc1,-2.5%,-3.4,-9.7%,-17.2%,4.9,-20.0%,4.9
Cc1ccc(CNC(=O)CCCOc2cc(=O)n(C)c3ccccc23)o1,-20.0%,3.0,-3.6%,47.1%,105.2,13.6%,3.8

# Random excerpt: 3 compounds from above
SMILES,FBPA Giardia inh,Cycloheximide cs,AmpC detergent,AmpC inh no detg,HCMV inh,AMA1-RON2 inh,Shiga inhibitor
COc1cccc(-c2nc(CS(=O)(=O)CC(=O)Nc3cccc(C)c3C)c(C)o2)c1,2.8%,-3.6,?,44.7µM*,-6.5,-3.5%,1.2
Cc1[nH]c2ccccc2c1C1=NNC(=Nc2ccc(F)cc2)SC1,-12.6%,-4.3,6.5%,0.4%,?,12.1%,-4.4
Cc1c(Cc2ccccc2)c(=O)oc2cc(OCc3ccc(C(=O)O)cc3)ccc12,14.7%,-1.9,0.7%,-18.8%,-14.1,0.5%,20.3

# Further entries follow.
SMILES,FBPA Giardia inh,Cycloheximide cs,AmpC detergent,AmpC inh no detg,HCMV inh,AMA1-RON2 inh,Shiga inhibitor
CC(NC(=O)C1CC=CCC1C(=O)O)C1CC2CCC1C2 (stereo not drawn),1.2%,-1.0,2.6%,-15.3%,4.6,-2.7%,-3.5
O=C(CSc1nc(-c2ccc(F)cc2)cs1)NCC1CCCO1 (stereo not drawn),·,·,·,-13.8%,-15.2,-0.2%,·
O=C(c1cccs1)C1CN2CCC1CC2 (stereo not drawn),2.3%,1.1,?,-23.3%,24.9,-1.6%,-8.0
COc1ccccc1NC(=O)NCCc1ccccc1,·,9.3,14.3%,-17.6%,2.5,-10.6%,-0.6
CCOc1ccccc1-n1c(SCC(=O)N2CCOCC2)nc2ccccc2c1=O,1.4%,0.7,0.8%,-0.2%,?,-7.2%,17.7
Cc1ccnc(NC(=O)CCC(=O)N(CC(=O)NCc2ccc(F)cc2)Cc2ccco2)c1,-3.5%,2.1,-3.0%,-5.2%,?,-12.4%,-4.2
CC(=O)c1ccc(-n2c(CCC(=O)O)ccc2-c2ccc(Br)cc2)cc1,10.5%,-1.9,-4.7%,79.1%[activator],-32.9,-8.1%,-5.1
CCN(CC)c1c([N+](=O)[O-])c(=O)n(C)c2ccccc12,-27.3%,15.7,1.9%,-18.9%,-32.3,-13.9%,-7.7
CC1CCN(S(=O)(=O)c2cccc(-c3nnc(-c4cccnc4)o3)c2)CC1,3.2%,-3.9,-8.8%,6.2%,1.4,10.9%,-7.2
Cn1c(NCc2c[nH]c3ccccc23)nc2ccccc21,9.8%,15.1*,-15.3%,-28.7%,113.5,-3.1%,70.2

# Reprinted from the part before: 2 entries, then new ones.
SMILES,FBPA Giardia inh,Cycloheximide cs,AmpC detergent,AmpC inh no detg,HCMV inh,AMA1-RON2 inh,Shiga inhibitor
CC1CCN(S(=O)(=O)c2cccc(-c3nnc(-c4cccnc4)o3)c2)CC1,3.2%,-3.9,-8.8%,6.2%,1.4,10.9%,-7.2
Cn1c(NCc2c[nH]c3ccccc23)nc2ccccc21,9.8%,15.1*,-15.3%,-28.7%,113.5,-3.1%,70.2
CCn1c(=NC(=O)CS(=O)(=O)c2ccccc2)sc2cccc(OC)c21,·,·,-5.0%,-24.7%,?,-0.8%,·
CC(C)(C)NS(=O)(=O)c1ccc(NC(=S)NC(=O)C2CC2)cc1,·,17.6,-6.2%,-41.4%,32.4,0.0%,2.7
Cc1ccc2c(c1)N(C(=O)CCC(=O)NCCCN(C)Cc1ccccc1)CCO2,-2.0%,1.2,?,33.3%,-23.7,-3.0%,-4.0
CCOC(=O)c1ccccc1NC(=O)c1ccc(F)cc1,2.5%,-2.6,?,-28.1%,14.1,0.0%,-8.9
COC(=O)NNC(=O)COc1ccc2ccccc2c1Br,-5.8%,12.3,-16.5%,-12.3%,-33.9,11.2%,17.3
C/C(=N\Nc1cccc(C(F)(F)F)c1)c1ccc(O)cc1,-3.8%,22.6,1.2%,-37.5%,29.8,4.8%,50.5*
CCOc1ccc(C(=O)NCC(=O)Nc2ncccc2C)cc1OCC,·,·,5.8%,0.2%,-8.2,16.9%,·
Nc1ccccc1C(=O)N/N=C1\C2CN3CCN(C2)CC1(c1ccccc1)C3,0.9%,50.4*,?,-15.2%,-1.6,4.4%,80.9*
Cc1ccc(SCCN2C(=O)NC(C)(C)C2=O)cc1,-0.1%,-0.4,0.8%,-22.8%,-1.6,8.5%,5.6
Cc1ccnc(NC(=O)c2ccccc2NC(=O)c2ccccc2)c1,7.3%,1.5,?,2.7%,-4.5,-3.0%,-2.5
Cc1c(C(=O)N2CCC(C)CC2)oc2ccc3c(c12)C(O)CC1(CCCCC1)O3 (stereo not drawn),·,7.8,-0.4%,175.5%[activator],-70.2*,-10.9%,-5.7
CCOC(=O)c1c(SCC(=O)Nc2nc(C)cs2)nc(=O)[nH]c1C,·,1.6,0.3%,-15.3%,45.6,42.5%[activator],-2.3
Cc1ccc(NC(=O)COC(=O)c2ccc(-n3nc(C)cc3C)cc2)c(F)c1,·,·,·,-0.9%,-23.4,9.7%,·
COc1ccc(-c2nn(-c3ccccc3)cc2C(=O)NCC2CCCO2)cc1 (stereo not drawn),·,-2.2,2.6%,106.2%[activator],-24.9,-11.4%,9.2
COc1cccc(CNC(C)C(=O)Nc2ccc3c(c2)OCCO3)c1 (stereo not drawn),?,14.3,2.4%,-39.4%,99.4,-8.8%,11.2
CCn1c(SCC(=O)N2CCCC2)nc2c1c(=O)n(C)c(=O)n2C,3.1%,-3.9,?,-1.0%,-3.7,-0.9%,31.4
O=S(=O)(N/N=C/c1cccnc1)c1ccc(Cl)c(Cl)c1,14.1%,-3.0,5.3%,-20.8%,-29.7,0.4%,7.5
COc1ccc(NC(=S)NNC(=O)c2ccccc2OC(F)F)cc1,16.3%,12.3,0.4%,-17.6%,92.5,72.1%[activator],21.8
COc1cccc2cc(-c3nnc(-c4ccccc4)o3)c(=O)oc12,-18.3%,38.7*,-2.2%,-26.8%,9.0,14.1%,86.7*
CCCCCCSc1ccc([C@@H]2[C@@H]3C(=O)N(CC)C(=O)[C@@H]3[C@]3(C(=O)OC)CCCCN23)cc1OC,·,·,-0.7%,171.8%[activator],24.5,0.0%,·
O=C(Cn1cncn1)NCc1cccc(OC(F)F)c1,-0.4%,10.1,?,-23.9%,7.3,2.8%,4.4
S=c1[nH]nc(-c2ccc(Cl)cc2Cl)n1Cc1ccccc1,21.3%,3.7,-12.1%,-19.8%,-29.4,62.6%[activator],20.8
CCOC(=O)c1c(-c2ccc(OC)cc2)csc1NC(=O)CNCc1ccco1,?,4.9,9.6%,21.0%,15.5,28.1%,-13.8
CCN(CC)CCN(C(=O)C1=COCCO1)c1nc2ccc(C)cc2s1,·,18.4*,?,3.2%,48.8,5.4%,34.9*
CCCCOc1ccc(C(=O)NCC(=O)NCCOc2ccccc2OC)cc1,·,·,-14.2%,66.4%[activator],-0.7,-5.3%,·
CCN(Cc1ccncc1)C(=O)c1cc(COc2ccc(OC)cc2Cl)on1,·,42.5*,-6.2%,112.2%[activator],·,-2.1%,99.5*
c1ccc2c(c1)CCN(c1nc3cc4c(cc3s1)OCCO4)C2,?,33.8*,0.0%,-7.7%,-90.2*,-24.8%,15.5
COc1ccc(C(=O)N2CCc3cc(OC)c(OC)cc3C2c2ccc(OC)c(OC)c2)cc1OC (stereo not drawn),2.4%,8.0,-2.5%,180.4%[activator],-13.1,-4.9%,-1.6
Cc1cccc2sc(NC(=O)CSc3cn[nH]n3)nc12,16.9%,1.2,-13.1%,-30.1%,157.9,63.4%[activator],26.7
O=C1NNC(=O)C1c1ccccc1,?,6.2,3.6%,-17.7%,-3.6,1.8%,37.3

# The final 3 compounds of the part above are carried over, then new ones follow.
SMILES,FBPA Giardia inh,Cycloheximide cs,AmpC detergent,AmpC inh no detg,HCMV inh,AMA1-RON2 inh,Shiga inhibitor
COc1ccc(C(=O)N2CCc3cc(OC)c(OC)cc3C2c2ccc(OC)c(OC)c2)cc1OC (stereo not drawn),2.4%,8.0,-2.5%,180.4%[activator],-13.1,-4.9%,-1.6
Cc1cccc2sc(NC(=O)CSc3cn[nH]n3)nc12,16.9%,1.2,-13.1%,-30.1%,157.9,63.4%[activator],26.7
O=C1NNC(=O)C1c1ccccc1,?,6.2,3.6%,-17.7%,-3.6,1.8%,37.3
Cc1ccc(C)c(N2CCN(C(=O)CCS(=O)(=O)c3ccc4c(c3)NC(=O)CO4)CC2)c1,5.1%,11.2,-2.8%,51.0%,-73.2*,-2.4%,-1.4
CCN(CC)C(=O)C1CC(=O)OC12CCCCC2 (stereo not drawn),4.9%,-1.2,1.4%,-14.0%,11.9,-10.6%,-1.8
COc1cc2c(cc1OC)C(c1ccccc1N)=NCC2,2.3%,-2.5,0.5%,-1.2%,4.7,3.4%,-2.9
CSCC(C)N1CCC(n2nccc2NC(=O)CCCc2ccccc2)CC1 (stereo not drawn),5.9%,1.2,-14.5%,30.0%,+,11.0%,-8.0
O=C(CSc1nc2ccc(Cl)cc2[nH]1)NCCc1ccc(Cl)cc1,-19.2%,37.0*,-9.1%,-33.3%,-37.5,-9.6%[11.6 µM],-12.6

# An excerpt taken from the entries so far, as a working copy:
SMILES,FBPA Giardia inh,Cycloheximide cs,AmpC detergent,AmpC inh no detg,HCMV inh,AMA1-RON2 inh,Shiga inhibitor
CC1CCN(S(=O)(=O)c2cccc(-c3nnc(-c4cccnc4)o3)c2)CC1,3.2%,-3.9,-8.8%,6.2%,1.4,10.9%,-7.2
Cn1c(NCc2c[nH]c3ccccc23)nc2ccccc21,9.8%,15.1*,-15.3%,-28.7%,113.5,-3.1%,70.2
